STEP block – STEP phosphatase inhibitors, primary screen, biochemical, fluorescence intensity, uHTS; Tyrosine-protein phosphatase non-receptor type 5 (Homo sapiens), P54829; recombinant STEP, OMFP fluorogenic substrate; inhibition, % at 20 µM; 0.25% of 360,000 active;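 active = inhibition at 20 µM, scaled per plate between control wells, above about 37%, limit read from the data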;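 also: 0% = DMSO with enzyme and substrate and 100% = substrate only without enzyme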
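System: STEP phosphatase, cell-free reaction; Buffer or medium: Bis-Tris pH 6.0 buffer with DTT, detergent; Incubation: 20 min at room temperature, dark; Measured by: fluorescence, 480/540 nm.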
Rpn11 block – Rpn11 (PSMD14) deubiquitinase inhibitors, primary screen, biochemical, fluorescence polarization, uHTS. 26S proteasome non-ATPase regulatory subunit 14 (Homo sapiens), O00487. human 26S proteasome, Ub4-pepOG fluorescence polarization; 20S core pre-blocked with epoxomicin. calls only at 20 µM. 0.59% of 360,000 active. AID 588493, 2011;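 active = inhibition at 20 µM, scaled to each plate's controls, above about 33%, limit read from the data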
SUMO1-SIM PPI – modulators of SUMO1 protein-protein interactions, primary screen, biochemical, uHTS; Small ubiquitin-related modifier 1 (Homo sapiens), P63165; SUMO1 binding to a labelled peptide, TR-FRET, 1 h; inhibition, % at 20 µM; 0.33% of 360,000 active; AID 602429, 2012; in the data active = inhibition above about 37%
LMPTP block – LMPTP phosphatase inhibitors, primary screen, biochemical, fluorescence intensity, uHTS. Low molecular weight phosphotyrosine protein phosphatase (Homo sapiens), P24666. recombinant LMPTP-A, OMFP fluorogenic substrate. inhibition, % at 20 µM. 0.22% of 360,000 active. AID 651560, 2012;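 active = compounds that cut the enzyme signal by at least half of the control window in the single-dose screen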;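 also: plate controls were DMSO wells with enzyme plus substrate for no effect and substrate without enzyme for full effect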
Target sequence (P24666 whole entry, looked up): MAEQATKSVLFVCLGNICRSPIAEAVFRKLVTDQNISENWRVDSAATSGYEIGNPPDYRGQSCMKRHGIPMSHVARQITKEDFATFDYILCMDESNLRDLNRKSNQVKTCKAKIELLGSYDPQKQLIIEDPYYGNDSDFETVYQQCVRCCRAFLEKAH
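Test system: LMPTP-A phosphatase enzyme. Amount: LMPTP-A at 0.625 nM final in the reaction. Reagent: OMFP substrate, 400 µM final. Times: 50 min at room temperature. Signal: endpoint fluorescence intensity from OMFP dephosphorylation. Read-out basis: % inhibition. Benchmarks: no-enzyme and uninhibited controls.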
CSN inh – inhibitors of CSN-mediated cullin deneddylation, primary screen, biochemical, fluorescence polarization, uHTS; COP9 signalosome complex subunit 5 (Homo sapiens), Q92905; Purified CSN, SCF-Nedd8-OG deneddylation; inhibition, % at 12.5 µM; 0.38% of 360,000 active;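 active = pattern-corrected inhibition above about 35%, with an unprinted fluorescence ratio check between 0.5 and 1.5, limit read from the data, passing the limit was not always enough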;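 also: 0% = enzyme with substrate and 100% = substrate without enzyme; some results filed as inactive read as strong as hits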
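Assay system: Purified human Csn5 enzyme expressed in HEK293T cells | Amount: Enzyme 0.24 nM | Measured by: Fluorescence polarization readout | Medium: Tris/NaCl/DTT buffer, pH 7.5 | Compound dosing: One concentration, 12.5 µM, 0.25% DMSO | Times: 90 min incubation of compound, enzyme and substrate at room temperature | Control set: no-enzyme wells high, enzyme-with-substrate wells low | Read-out: % inhibition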
Scp-1 inhibitor – Scp-1 phosphatase inhibitors, primary screen, biochemical, colorimetric, uHTS; Carboxy-terminal domain RNA polymerase II polypeptide A small phosphatase 1 (Homo …; inhibition, % at 20 µM; 0.88% of 340,000 active; Recombinant Scp1, phosphopeptide, malachite green phosphate absorbance;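 active = inhibition above about 50% at 20 µM, limit read from the data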;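 also: plate controls were DMSO wells with enzyme for no effect and wells lacking enzyme for full effect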
Target sequence (Q9GZU7 76-261 limits assumed): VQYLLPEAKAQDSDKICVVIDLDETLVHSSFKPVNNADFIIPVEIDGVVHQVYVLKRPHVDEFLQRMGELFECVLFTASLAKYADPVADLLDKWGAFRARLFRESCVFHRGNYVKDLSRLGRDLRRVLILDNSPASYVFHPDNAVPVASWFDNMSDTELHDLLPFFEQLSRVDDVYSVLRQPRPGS
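System: truncated SCP-1 phosphatase (76-261aa); medium: Tris acetate buffer pH 5.5 with MgCl2 and Tween-20; incubation: 45 min room-temperature reaction, 5 min colour, 30 min stabiliser; compound: single 20 µM dose, 1% DMSO; reagent: Phosphorylated 17-residue peptide substrate; read-out: % inhibition at 20 µM; technique: colorimetric free-phosphate detection, absorbance 630 nm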
Tb MetRS inh – T. brucei MetRS inhibitors, primary screen, biochemical, luminescence; inhibition, % at 11.9 µM; methionyl-tRNA synthetase (Trypanosoma brucei brucei); AID 624268, 2012; 0.4% of 360,000 active; purified T. brucei MetRS, ATP depletion, Kinase-Glo luminescence;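 active = inhibition above a per-plate cutoff of the control wells' mean inhibition plus 3 SD, cut at about 5.5% in these data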;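 also: 0% = DMSO wells median and 100% = median of wells with control inhibitor compound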
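Dosing: 11.9 µM compound single dose, 0.9% DMSO; Assay system: purified T. brucei MetRS enzyme; Measured by: Kinase-Glo luciferase luminescence reporting remaining unconsumed ATP; Schedule: 15 min plus 2 h at 25 °C.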
DNMT1 inh – human DNMT1 methyltransferase inhibitors, primary screen, biochemical, molecular beacon, fluorescence, HinP1I cleavage, uHTS | DNA (cytosine-5)-methyltransferase 1 (Homo sapiens), P26358 | inhibition (reported as % activation of signal), % at 10 µM | 0.83% of 360,000 active; in the data active = inhibition above about 50%
PABP1 MLLE inh – inhibitors of PABP1 MLLE–PAM2 peptide binding, primary screen, biochemical, fluorescence polarization, FITC-PAM2, GST-MLLE; Polyadenylate-binding protein 1 (Homo sapiens), P11940; inhibition, % at 20 µM; 0.36% of 360,000 active; in the data active = inhibition above about 35%, passing the limit was not always enough;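 also: plate controls were DMSO wells with GST-MLLE for no effect and wells lacking GST-MLLE protein for full effect; some results filed as inactive read as strong as hits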
Target sequence (P11940 whole entry, looked up): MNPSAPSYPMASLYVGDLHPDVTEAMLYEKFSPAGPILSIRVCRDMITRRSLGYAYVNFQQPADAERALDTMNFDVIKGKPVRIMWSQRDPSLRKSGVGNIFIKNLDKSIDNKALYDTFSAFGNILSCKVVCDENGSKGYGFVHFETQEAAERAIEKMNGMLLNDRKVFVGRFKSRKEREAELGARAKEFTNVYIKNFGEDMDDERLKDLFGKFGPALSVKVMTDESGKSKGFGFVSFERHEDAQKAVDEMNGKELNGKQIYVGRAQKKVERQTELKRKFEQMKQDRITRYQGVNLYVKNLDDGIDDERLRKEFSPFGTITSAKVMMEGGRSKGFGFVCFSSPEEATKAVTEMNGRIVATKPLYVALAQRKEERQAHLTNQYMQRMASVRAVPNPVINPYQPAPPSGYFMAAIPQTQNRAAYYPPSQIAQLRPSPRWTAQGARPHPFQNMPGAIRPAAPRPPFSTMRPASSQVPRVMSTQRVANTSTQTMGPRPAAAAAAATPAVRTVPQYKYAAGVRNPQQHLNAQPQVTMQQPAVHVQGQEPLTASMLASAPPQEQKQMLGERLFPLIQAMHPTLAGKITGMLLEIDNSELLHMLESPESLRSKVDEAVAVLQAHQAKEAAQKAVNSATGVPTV
NadD block – inhibitors of S. aureus NadD, primary screen, biochemical, colorimetric, uHTS; Nicotinate-nucleotide adenylyltransferase NadD (Staphylococcus aureus N315); purified NadD enzyme, colorimetric absorbance read-out; inhibition, % at 20 µM; 0.78% of 360,000 active; in the data active = inhibition above about 26%; also: some compounds past the cut are filed as inactive
* hit, by the source's call; i = inactive; . = no result given; + = active, no number.

SMILES	STEP block	Rpn11 block	SUMO1-SIM PPI	LMPTP block	CSN inh	Scp-1 inhibitor	Tb MetRS inh	DNMT1 inh	PABP1 MLLE inh	NadD block
COC(=O)c1ccccc1NC(=O)c1c(O)c2c([nH]c1=O)CCCC2	-1	i	2	1.0	-3	1	-1.6	7	7	1
Nc1[nH]c(=O)nc(Nc2ccccc2)c1N=O	-2	i	-24	12	1	-13	0.5	-3	3	-3
O=C(Nc1nnc(-c2ccncc2)o1)c1ccccc1F	1	i	0	-1.2	-5	2	-0.2	0	10	-1
CN(c1ccccc1)S(=O)(=O)c1ccc(C(=O)NCCc2ccc(F)cc2)cc1	3	i	6	1.8	3	-6	-1.1	1	-9	-11
O=C(CN1C(=O)CSc2ccc(S(=O)(=O)N3CCCCC3)cc21)NCc1ccccc1	-2	i	2	0.8	0	12	0.5	0	0	-3
O=C(Nc1ccccc1C(=O)O)c1cccc(NS(=O)(=O)c2ccc(Br)cc2)c1	-3	i	16	0.0	1	-9	0.6	-1	0	-5
COc1ccc2c(c1)C=C(CN1CCN(C3CCCC3)C(CCO)C1)CO2 (stereo not drawn)	-3	i	-5	-0.8	-7	-7	0.7	-7	6	-3
COc1cccc(OCC(=O)Nc2cc(Cl)ccc2Oc2ccccc2)c1	0	i	3	4.0	0	-8	-1.1	1	-8	2
CC(C)CC(=O)Nc1cccc(NC(=O)CC(C)C)n1	-2	i	0	-0.8	-16	-3	0.4	-1	21	0
CC(C)Cn1c(-c2ccc(Br)cc2)c[nH]c1=S	0	i	-2	1.6	-5	13	-0.2	3	-50	19
CC1=CC(C)C2(COC(c3ccc[n+](C)c3)OC2)C(C)C1 (stereo not drawn)	-3	i	1	-0.2	-9	6	-0.2	1	-134	7
CC1(C)O[C@@H]2C[C@H]3[C@@H]4C[C@H](F)C5=CC(=O)CC[C@]5(C)[C@H]4[C@@H](O)C[C@]3(C)[C@]2(C(=O)CO)O1	1	i	0	-0.8	-1	6	-0.3	-1	-2	-2
CC(=O)c1cccc(NC(=O)COc2ccccc2C(=O)c2cc(C#N)c(=O)n(C3CCCCC3)c2)c1	-3	i	-2	-0.8	-9	-7	-0.2	-4	-1	3
CCOC(=O)c1nnn(-c2nonc2N)c1CN(C)Cc1ccccc1	2	i	0	-2.6	0	-7	-1.0	-3	19	-7
COc1ccccc1C(CNC(=O)C1CC(=O)N(Cc2ccccc2)C1)N1CCCC1 (stereo not drawn)	1	i	-2	-0.3	7	0	-0.5	2	7	-1

Fetched by structure from above (five):
SMILES	STEP block	Rpn11 block	SUMO1-SIM PPI	LMPTP block	CSN inh	Scp-1 inhibitor	Tb MetRS inh	DNMT1 inh	PABP1 MLLE inh	NadD block
O=C(Nc1ccccc1C(=O)O)c1cccc(NS(=O)(=O)c2ccc(Br)cc2)c1	-3	i	16	0.0	1	-9	0.6	-1	0	-5
COc1ccccc1C(CNC(=O)C1CC(=O)N(Cc2ccccc2)C1)N1CCCC1 (stereo not drawn)	1	i	-2	-0.3	7	0	-0.5	2	7	-1
CCOC(=O)c1nnn(-c2nonc2N)c1CN(C)Cc1ccccc1	2	i	0	-2.6	0	-7	-1.0	-3	19	-7
Nc1[nH]c(=O)nc(Nc2ccccc2)c1N=O	-2	i	-24	12	1	-13	0.5	-3	3	-3
CC1(C)O[C@@H]2C[C@H]3[C@@H]4C[C@H](F)C5=CC(=O)CC[C@]5(C)[C@H]4[C@@H](O)C[C@]3(C)[C@]2(C(=O)CO)O1	1	i	0	-0.8	-1	6	-0.3	-1	-2	-2

Going on with the list.
SMILES	STEP block	Rpn11 block	SUMO1-SIM PPI	LMPTP block	CSN inh	Scp-1 inhibitor	Tb MetRS inh	DNMT1 inh	PABP1 MLLE inh	NadD block
O=C(CO)N/N=C/c1ccc(Cl)cc1	-3	i	-1	-0.2	1	-3	-0.6	0	0	4
CCc1ccc(N2C(=O)Nc3ccccc3C2(O)C(=O)N2CCN(c3ccccn3)CC2)cc1 (stereo not drawn)	-8	i	0	-0.9	-6	-2	-0.9	1	-1	0
O=C(Nc1ccc(N2CCOCC2)c(Cl)c1)c1ccc(Br)o1	-1	i	-3	-0.1	1	-13	-0.4	-2	-1	-2
C#CCOCCOCCOCCNc1nc(N2CCOCC2)nc(N2CCN(C(=O)[C@H](CO)n3cc([C@@H](N)C(C)C)nn3)CC2)n1	-5	i	-15	-6.7	4	-6	-0.1	9	12	-2
O=C(Nc1ccc(Oc2ccccc2)cc1)C1CC1	-2	i	2	-1.1	-3	-7	-1.2	-1	2	-11
COc1ccc(-n2c(N)c(C(=O)NCc3ccco3)c3nc4ccccc4nc32)c(OC)c1	2	i	-6	0.6	25	-13	0.2	-14	-12	9
C=C(C)COc1ccc(-c2nc(N)nc(C)c2-c2ccc(OC)cc2)c(O)c1	-2	i	13	1.1	-3	7	-1.0	-5	9	1
CC(CNCC1CCCO1)COc1cccc2ccccc12 (stereo not drawn)	-2	i	0	0.5	1	-2	-1.0	-7	-5	0
Cc1cccc(NC(=O)CN2C(=O)NC(C)(c3ccc4ccccc4c3)C2=O)n1 (stereo not drawn)	1	i	0	1.5	-2	0	-0.4	-11	2	-1
CCOC(=O)c1c(C)[nH]c(C(=O)OC(C)C(=O)Nc2ccccc2OC)c1C (stereo not drawn)	0	i	-1	2.2	-1	-5	0.0	2	-14	-8
O=C1CC(c2ccccc2)n2nc(N3C(=O)c4ccccc4C3=O)nc2N1 (stereo not drawn)	6	i	-3	-0.5	2	-1	-0.6	2	-4	5
COc1ccc(/C=C2\N=C(c3ccccc3)N(c3ccc(C(=O)O)cc3)C2=O)cc1OC	1	i	-20	-0.3	1	-19	-0.5	1	-39	-1
CCC1(c2ccccc2)NC(=O)N(CC(=O)NCc2ccncc2)C1=O (stereo not drawn)	-2	i	-3	-2.2	-3	-10	-0.1	-1	-5	-5
CN(CC(=O)NC1CCCCCC1)S(=O)(=O)c1ccccc1	2	i	-5	-1.9	3	-10	-0.5	0	0	-2
CN(C)c1ccc(/C=C/C=C2/SC(=S)N(c3ccccc3)C2=O)cc1	14	+	-20	19	38*	-5	-1.7	-5	-110	43*
C=CCN(CC=C)Cc1cc(=O)oc2ccc3ccccc3c12	3	i	-10	3.6	-3	.	0.8	1	-1	-1
COc1ccc(S(=O)(=O)N2CCCCCC2)cc1C(=O)NCc1ccc(C)cc1	2	i	-1	1.3	0	-5	-0.3	0	4	-8
COCCNC(=O)C(c1ccc(C)cc1)N(C(=O)CCC(=O)Nc1ccccn1)C1CCCCC1 (stereo not drawn)	-1	i	4	-0.5	1	1	-0.9	2	2	-3
CCC(c1nnc(SCC(=O)NC2CCCCC2)n1Cc1ccccc1)N(C)C (stereo not drawn)	-1	i	-9	-5.1	3	-5	-0.3	-1	7	3
Cn1ccc2c(-c3ccc(C(N)=O)cc3)cc3c(c21)C1CCC3O1 (stereo not drawn)	-2	i	-6	0.6	1	.	-0.2	-6	-9	2
CCCc1nc2sc3ccccc3c(=O)c2c(=O)n1Cc1ccco1	11	i	9	22	13	68*	-0.8	76*	27	8
CCNC(=S)NNC(=O)c1csc(C)c1	-5	i	2	-0.6	-5	-10	0.2	-1	-27	-1
COc1ccccc1N1CCN(CC(O)COc2c(OC)cccc2OC)CC1 (stereo not drawn)	1	i	-2	-0.9	-3	-6	-0.4	-3	-2	2
Oc1c(C=C2N=c3ccccc3=N2)sc(=S)n1C1CCCC1	-2	i	-2	0.6	-15	-14	0.1	6	-8	-2
CC(C)CNC(=S)NC(=O)c1ccc(F)cc1	-4	i	3	1.0	-4	-7	0.2	-3	14	-2
CC(C)Cn1c(CCC(=O)O)ccc1-c1cccs1	2	+	1	0.9	6	-4	-0.1	3	-14	-5
CC1(C(=O)NCc2ccccc2)CSCC(=O)N1CCCn1ccnc1 (stereo not drawn)	.	.	-4	-2.1	2	.	-0.3	.	.	.
Cc1cccc(S(=O)(=O)c2c(C)cc(C)nc2Cl)c1	-1	i	1	0.5	1	-3	-0.7	-4	-1	2
CSCCC(NC(=O)c1ccco1)C(=O)NCC1CCCO1 (stereo not drawn)	-3	i	1	-1.2	0	-3	-0.3	1	10	1
COc1ccc(NC(=O)c2ccc3c(c2)CCN3S(C)(=O)=O)cc1	0	i	-1	-2.0	1	.	-0.2	4	-8	-2
COCCNC(=O)C1(C)CCCN(Cc2ccc(OC)cc2)C1 (stereo not drawn)	-4	i	6	-2.3	-3	.	0.0	5	-5	-7
COc1ccc(C2C(C)C(=O)C(C)C(c3ccc(OC)cc3)N2N=O)cc1 (stereo not drawn)	1	i	-4	-1.6	-1	-8	-0.5	14	17	-7
COc1ccc2nc(C)cc(SCC(NC(C)=O)C(=O)OC(C)C)c2c1 (stereo not drawn)	2	i	-3	0.7	-3	-5	0.4	-2	26	2
COc1ccc(C2NC(=O)C(C#N)=C(S)N2c2cccc(C)c2)cc1OC (stereo not drawn)	2	i	1	0.1	-2	-10	-0.8	0	22	-1
COc1ccc(CCN2C(=O)NC(NC(C)=O)(C(F)(F)F)C2=O)cc1OC (stereo not drawn)	-2	i	5	-1.4	-2	-5	0.0	3	-5	-2
Cc1c(C(=O)NNC(=S)NCc2ccc(Cl)cc2)oc2ccccc12	1	i	4	-0.2	1	-9	0.0	-3	-22	7
CC(=O)c1ccc(S(=O)(=O)NCCCC(=O)NCCc2ccccn2)cc1	-3	i	1	-1.9	-5	3	-0.8	4	2	-2
COc1cc(C=NCc2ccccc2)ccc1O	0	i	-14	-0.7	5	.	0.0	-7	-1	-5

From PubChem BioAssay
